AmpC detergent = qHTS Inhibitors of AmpC Beta-Lactamase (assay with detergent). P00811. AmpC hydrolysis of nitrocefin, absorbance 480 nm, 0.01% Triton. Potency, µM (highest dose often 114 µM), for the others: at the top dose activity change, negative = inhibition, hits mostly inhibitors. 0.041% of 370,000 active;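 also: potency is read from the fitted curve at half-maximal effect; 0% = no-compound wells and -100% = no-enzyme wells; nearly all actives have a fitted effect of over 25% in size; some results filed as inactive show a strong effect at the top dose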
Target sequence (P00811 whole entry, looked up): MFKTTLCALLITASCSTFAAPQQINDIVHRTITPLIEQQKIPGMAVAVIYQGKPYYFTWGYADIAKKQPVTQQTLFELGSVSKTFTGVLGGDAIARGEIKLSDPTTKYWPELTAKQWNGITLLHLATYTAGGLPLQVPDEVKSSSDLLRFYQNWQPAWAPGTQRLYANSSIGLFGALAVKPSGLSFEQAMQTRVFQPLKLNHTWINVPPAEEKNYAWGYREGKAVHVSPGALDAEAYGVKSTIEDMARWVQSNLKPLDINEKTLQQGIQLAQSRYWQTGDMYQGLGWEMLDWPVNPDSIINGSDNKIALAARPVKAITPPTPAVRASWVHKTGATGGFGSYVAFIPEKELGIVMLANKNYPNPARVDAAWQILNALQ
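20 mM phosphate pH 7.0 + 0.01% (detergent screen) or 0.0001% Triton X-100; 5.3 nM AmpC reagent; cpd preinc 15 min RT; nitrocefin (800 uM stock) to start; A480 q20 s × 4 min; Activity was normalised to no-enzyme and no-compound control wells.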
AmpC inh no detg = qHTS Inhibitors of AmpC Beta-Lactamase (assay without detergent) | P00811 | AmpC nitrocefin hydrolysis, absorbance 480 nm, 0.0001% Triton | Potency, µM (highest dose often 57.1 µM), inactives show at the highest dose activity change, negative = inhibition, hits mostly inhibitors | 0.52% of 330,000 active;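 also: potency is read from the fitted curve at half-maximal effect; plate controls were no compound for no effect and no enzyme for full effect; nearly all actives have a fitted effect of over 20% in size; some results filed as inactive show a strong effect at the top dose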
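20 mM phosphate pH 7.0 + 0.01% (detergent screen) or 0.0001% Triton X-100; 5.3 nM AmpC reagent; cpd preinc 15 min RT; nitrocefin (800 uM stock) to start; A480 q20 s × 4 min; Activity was normalised to no-enzyme and no-compound control wells.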
Giardia FBPA inh = qHTS Assay for Inhibitors of Fructose-1,6-bisphosphate Aldolase from Giardia Lamblia; A8B2U2; purified Giardia FBPA; Potency, µM (highest dose often 59.6 µM), inactives show top-dose activity, negative = inhibition, actives largely listed as inhibitors; 0.71% of 290,000 active; AID 2451, 2010; also: potency is read from the fitted curve at half-maximal effect; % is scaled to controls: 0 for no effect and ±100 for the full control effect; nearly all actives have a fitted effect of over 55% in size
Target sequence (A8B2U2 whole entry, looked up): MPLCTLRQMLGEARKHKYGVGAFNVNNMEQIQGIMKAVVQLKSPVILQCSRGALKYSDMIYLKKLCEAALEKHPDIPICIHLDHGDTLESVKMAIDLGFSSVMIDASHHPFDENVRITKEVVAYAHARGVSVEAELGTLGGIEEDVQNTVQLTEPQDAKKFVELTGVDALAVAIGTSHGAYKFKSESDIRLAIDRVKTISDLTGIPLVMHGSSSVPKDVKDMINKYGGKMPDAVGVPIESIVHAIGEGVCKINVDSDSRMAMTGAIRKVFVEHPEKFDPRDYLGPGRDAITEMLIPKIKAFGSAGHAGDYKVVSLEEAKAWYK
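Giardia FBPA (40 nM reagent) was preincubated 10 min at RT with compound (up to 57.5 uM final), then substrate plus GAPDH/TPI/NAD/arsenate coupling system with diaphorase/resazurin was added; resorufin fluorescence (525/598 nm) was read after 20 min.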
CHX counter = Cycloheximide Counterscreen for Small Molecule Inhibitors of Shiga Toxin | cell reporter, cycloheximide protein synthesis inhibition counterscreen | max response, % | 12% of 300,000 active | AID 2314, 2010; in the data active = max response mostly above about 13%, no sharp cut-off; inactive = mostly below about 14%; also: read at 38.3 µM for the half of the compounds with a filed dose; 0% is about no effect
AMA1-RON2 inh = qHTS for Inhibitors of AMA1-RON; Towards Development of Antimalarial Drug Lead: Primary Screen. Potency, µM (doses to about 58.2 µM), for inactives: at the top dose activity change, negative = inhibition, usual class: inhibitors. Plasmodium falciparum AMA1 (3D7) - RON2 peptide interaction. AID 720542, 2013. AlphaScreen AMA1-biotinylated RON2 peptide binding. 0.2% of 360,000 active;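 also: potency is read from the fitted curve at half-maximal effect; 0% = vehicle wells and -100% = peptide control; nearly all actives have a fitted effect of over 45% in size; some results filed as inactive show a strong effect at the top dose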
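AMA1 (3D7) with his tag at 25 nM final met compounds first, then biotinylated RON2 peptide at 25 nM; detection used donor plus acceptor beads, 10 µg/mL apiece, read by AlphaScreen after 30 min at room temperature.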
HCMV antiviral = qHTS Assay for inhibitors of the human cytomegalovirus (HCMV); AID 1259415, 2018; HFF cells, HCMV-luciferase reporter, 72 h; stronger effect = lower value; activity change, negative = inhibition, % at 57.5 µM; 4.5% of 410,000 active; in the data active = activity change below about -60%; inconclusive = no clear call, values can overlap the other calls; inactive = above about -39%; also: % is scaled to controls: 0 for no effect and ±100 for the full control effect
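Screen run at 2 compound doses on HFFs infected with reporter HCMV, MOI 1 PFU/cell. Luciferase activity from cell lysates at 72 h post infection gave inhibition relative to buffer-only and Salinomycin wells.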
Shiga toxin inh = A qHTS for Small Molecule Inhibitors of Shiga Toxin; Vero cells, Shiga toxin protein synthesis inhibition reporter; inhibition, % at 38.7 µM; 9.2% of 290,000 active; in the data active = inhibition mostly above about 28%, no sharp cut-off; inactive = mostly below about 43%; also: 0% is about no effect
* = called active by the depositor; ? = inconclusive; · = no result given; & = joins results of further samples; [ ] = remark or other dose. Unless noted, calls follow the shape of the dose curve; as a rule, active = well fitted curve in the direction sought with a large enough effect; inconclusive = small, poorly fitted or top-dose-only effect, or another doubt; inactive = no such curve, though single readings can be large; an effect the other way counts as inactive or inconclusive.

SMILES	AmpC detergent	AmpC inh no detg	Giardia FBPA inh	CHX counter	AMA1-RON2 inh	HCMV antiviral	Shiga toxin inh
CSc1cccc(NS(=O)(=O)c2cc(Br)cnc2N)c1	-2.5%	-32.0%	·	-1.9	6.0%	?	-7.3
COc1ccccc1NC(=S)N(c1ccccc1)C(C)C	3.0%	-4.5%	1.9%	3.5	3.1%	48.0	10.2
CN1CCN(Cc2nc3c(c(=O)[nH]c(=O)n3C)n2Cc2c(F)cccc2Cl)CC1	?	25.0%	9.8%	-2.8	8.4%	34.7	10.5
O=C(N/N=C/c1ccccc1O)c1cc[n+]([O-])cc1	3.2%	-9.3%	-12.7%	-0.8	-50.4%	-2.0	13.2
Cc1ccc(CS(=O)(=O)CCC(=O)N2CCC3(CC2)OCCO3)cc1	?	2.6%	1.7%	-1.4	6.4%	31.2	-3.6
COc1ccc(CCC(=O)N2CCCC(Nc3ccccc3)C2)cc1OC (stereo unspecified)	?	57.9%	-7.2%	3.5	-1.0%	?	14.2
O=C(C1=C[C@@H](c2ccccc2)C[C@@H](OCc2ccc(CO)cc2)O1)N1CCCCCCC1	-6.3%	86.9%[activator]	-13.1%	1.8	-6.4%	-4.7	-4.4
Cc1ccc(-n2cc(CN3CCCN(C=O)CC3)c(-c3ccc(F)cc3)n2)cc1	5.1%	206.1%[activator]	-3.9%	8.7	-20.3%	23.2	28.1
O=C1C2CCCN2C(c2ccc(Cl)c(Cl)c2)N1c1ccccn1 (stereo unspecified)	3.7%	-10.1%	1.4%	-2.2	4.5%	2.6	11.5
O=C(Nc1ccccc1)/C(=C\c1ccco1)NC(=O)c1ccco1	6.0%	-28.5%	-17.9%	25.7	5.8%	-5.9	14.3
COc1ccccc1N1CCN(C(=O)CN(C2CCCCC2)S(C)(=O)=O)CC1	6.6%	79.1%[activator]	2.1%	-3.4	-6.9%	9.0	12.5
Cc1c(O)ccc(C(=O)CN2C(=O)c3ccccc3C2=O)c1O	-9.5%	-44.1%	4.4%	0.2	-10.4%	0.3	-6.1
CCOC(=O)CSc1nnc(NCC(=O)OC)c(=O)[nH]1	-2.0%	-12.4%	-0.7%	-4.9	50.0%[activator]	13.2	-11.9
CCc1cc(=O)[nH]c(SCCC(F)=C(F)F)n1	-4.8%	-27.5%	0.1%	-4.7	12.6%	-7.5	-3.6
CCCC(=O)Nc1nc2ccc(S(N)(=O)=O)cc2s1	?	-26.8%	3.0%	13.4	33.8%[activator]	14.4	14.4
COc1ccccc1CNC(=O)COC(=O)c1cc(-c2ccco2)nc2ccccc12	-3.3%	-42.7%	-12.5%	20.2	-12.1%	51.2	16.8
CC1=C(C(=O)Nc2ccccc2)C(c2ccc(C)o2)n2c(s/c(=C/c3ccccc3)c2=O)=N1 (stereo unspecified)	?	-20.2%	-2.2%	8.7	5.8%	?	10.8
COc1ccc(CC(=O)N/N=C/c2c(C)n(C)c3ccccc23)cc1OC	0.8%	102.6%[activator]	-2.4%	-1.7	-1.8%	14.5	-7.4
CCOC(=O)Cc1csc(NC(=O)c2ccc(C)c(S(=O)(=O)N3CCOCC3)c2)n1	-20.8%	-2.4%	·	·	10.5%	0.0	·
COCc1nnc(NC(=O)CCN2C(=O)c3ccccc3C2=O)s1	-14.0%	-5.7%	-0.3%	1.1	5.3%	22.6	-3.7

3 structures out of the list, arranged by molecular weight, high to low:
SMILES	AmpC detergent	AmpC inh no detg	Giardia FBPA inh	CHX counter	AMA1-RON2 inh	HCMV antiviral	Shiga toxin inh
O=C(C1=C[C@@H](c2ccccc2)C[C@@H](OCc2ccc(CO)cc2)O1)N1CCCCCCC1	-6.3%	86.9%[activator]	-13.1%	1.8	-6.4%	-4.7	-4.4
COc1ccc(CC(=O)N/N=C/c2c(C)n(C)c3ccccc23)cc1OC	0.8%	102.6%[activator]	-2.4%	-1.7	-1.8%	14.5	-7.4
CCCC(=O)Nc1nc2ccc(S(N)(=O)=O)cc2s1	?	-26.8%	3.0%	13.4	33.8%[activator]	14.4	14.4

The results go on.
SMILES	AmpC detergent	AmpC inh no detg	Giardia FBPA inh	CHX counter	AMA1-RON2 inh	HCMV antiviral	Shiga toxin inh
CCSc1ccc([C@@H]2[C@@H]3C(=O)N(CC)C(=O)[C@@H]3[C@]3(C(=O)OC)CCCCN23)cc1OC	?	235.3%[activator]	·	·	-8.9%	-3.7	·
COc1ccc(C(F)(F)F)cc1N/C=C\c1nnnn1-c1ccc(C)cc1	5.7%	-11.2%	0.8%	0.2	-3.6%	34.7	-3.1
Cc1ccccc1SCC(=O)Nc1cc(S(=O)(=O)N2CCOCC2)ccc1N1CCOCC1	-9.9%	99.0%[activator]	0.1%	0.9	-7.0%	-19.8	-5.4
O=C(c1noc2c1CCc1ccccc1-2)N1CCOCC1	?	1.7%	-20.3%	35.8*	6.2%	52.8	42.6*
CCn1c(-c2ccc3ncccc3c2)n[nH]c1=S	2.1%	-27.8%	-22.8%	-2.6	63.8%[activator]	5.9	24.3
CN(C)S(=O)(=O)N1CCN(c2ccccc2Cl)CC1	0.1%	-0.4%	5.2%	11.9	-2.8%	95.5	-1.2
COc1cccc(-c2cc(=O)[nH][nH]2)c1	-6.9%	33.6%	12.0%	21.9*	-12.4%	-33.3	24.4
O=C(COc1ccc(Br)cc1CO)N1CCCc2ccccc21	-9.5%	6.9%	3.6%	0.1	15.4%	-29.8	-1.0
CCC/C(=N\NC(=O)c1ccc(OC)c(OC)c1)c1ccccc1	?	-20.6%	-4.6%	-0.4	86.7%[activator]	-35.2	14.2
CN(CC(=O)Nc1ccc(S(=O)(=O)N2CCCC2)cc1)CC(=O)Nc1cccc(F)c1	-2.8%	30.5%	-1.0%	-1.2	16.4%	58.0	1.6

Retrieved by structure from the entries so far (four):
SMILES	AmpC detergent	AmpC inh no detg	Giardia FBPA inh	CHX counter	AMA1-RON2 inh	HCMV antiviral	Shiga toxin inh
CCC/C(=N\NC(=O)c1ccc(OC)c(OC)c1)c1ccccc1	?	-20.6%	-4.6%	-0.4	86.7%[activator]	-35.2	14.2
COc1ccc(C(F)(F)F)cc1N/C=C\c1nnnn1-c1ccc(C)cc1	5.7%	-11.2%	0.8%	0.2	-3.6%	34.7	-3.1
CN(CC(=O)Nc1ccc(S(=O)(=O)N2CCCC2)cc1)CC(=O)Nc1cccc(F)c1	-2.8%	30.5%	-1.0%	-1.2	16.4%	58.0	1.6
O=C(c1noc2c1CCc1ccccc1-2)N1CCOCC1	?	1.7%	-20.3%	35.8*	6.2%	52.8	42.6*

The listing continues:
SMILES	AmpC detergent	AmpC inh no detg	Giardia FBPA inh	CHX counter	AMA1-RON2 inh	HCMV antiviral	Shiga toxin inh
O=C(Nc1ccc(Cl)cc1C(=O)NCC1CCCO1)c1ccc(Cl)cc1Cl (stereo unspecified)	-12.2%	-11.7%	-5.7%	-1.3	19.3%	-19.9	-1.4
CCOC(=O)C1CCN(C(=O)c2cccnc2Cl)CC1	-4.7%	0.1%	4.7%	-2.2	-4.0%	-4.3	-9.1
Cc1cc(O)c(/C=N/Nc2cccc(Cl)c2)c(=O)o1	2.9%	-34.2%	-24.9%	-3.0	31.1%[activator]	9.4	-5.5
COc1ccc(CC(=O)Nc2c(C(=O)N3CCN(c4ccccc4)CC3)oc3ccccc23)cc1OC	-11.2%&1.9%	72.7%[activator]	?	-2.9	-4.5%	-24.9&-25.2	-3.9
CCc1ccc2nc(SCC(=O)NCC3CCCO3)c(C#N)cc2c1 (stereo unspecified)	2.6%	-16.8%	-0.2%	4.2	5.9%	29.7	7.0
COc1ccccc1N(C)S(=O)(=O)c1ccc(C(=O)N(C)Cc2ccc(Cl)s2)cc1	8.7%	-6.3%	·	·	-1.1%	-22.4	·
CC(=O)N(Cc1cccnc1)Cc1cc2ccccc2[nH]c1=O	-11.7%	-8.6%	2.0%	6.5	22.0%	-17.0	-5.1
Cc1occc1C(=O)Nc1cccc([N+](=O)[O-])c1C	-10.0%	-2.9%	0.3%	4.1	-7.3%	-29.0	9.0
O=C(NCCNC1CCN(Cc2ccccc2)CC1)c1cccs1	-0.3%	-2.5%	?	-1.1	·	·	-5.9
COc1cccc(NC(=S)NCc2ccc3c(c2)cc(C)n3C)c1	-16.1%	-55.7%	-1.0%	-3.3	?	?	1.4
CCOC(=O)C(Cc1ccccc1)C(=O)c1ccco1 (stereo unspecified)	-7.4%	-16.9%	·	·	5.8%	-0.3	·
Cc1ccc(-c2nnc(-c3ccccc3S(=O)(=O)Cc3ccc(Cl)cc3)o2)cc1	-0.8%	-9.6%	1.5%	-0.4	8.3%	3.4	10.7
COC(=O)c1sccc1NC(=O)c1cccc(OC)c1	-5.3%	-4.8%	-1.9%	0.7	43.7%[activator]	68.0	12.4
O=C(CSc1nnc(-c2ccc(Br)cc2)o1)Nc1cccc2ccccc12	?	·	4.6%	-1.8	36.7%[activator]	4.3	-1.1
COc1cccc(/C=N/NC(=O)c2cc(C34CC5CC(CC(C5)C3)C4)[nH]n2)c1	-9.7%	-35.2%	-4.3%	5.0	1.9%	-22.0	9.0
CCCN1CCN(C(=O)C2CCN(c3nnc(C)c4c(C)n(-c5ccc(C)cc5)nc34)CC2)CC1	0.1%	147.2%[activator]	-2.6%	-2.1	2.7%	?	-7.1
O=C(Nc1ccccc1Cl)Nc1ccccc1Cl	-5.4%	-10.4%	0.1%	21.1*	14.8%	-35.3	31.5
Nc1nc(-c2ccccc2)c(-c2ccc([N+](=O)[O-])cc2)s1	4.5%	-25.9%	-0.5%	1.8	-1.6%	?	11.5
O=C(CSc1ncnc2c1nnn2Cc1ccc(F)cc1)NC1CCCC1	5.1%	-24.0%	8.5%	-4.1	4.2%	?	11.0
COc1ccc(NC(=O)N2CCc3ccccc3C2)cc1	?	-36.1%	-6.0%	63.4*	45.6%[activator]	85.8	78.5*
COc1ccc(NC(=O)COc2ccccc2C(=O)NCC(c2ccccc2)N(C)C)cc1Cl (stereo unspecified)	2.0%	54.1%	-1.3%	-4.2	-24.2%	5.5	5.3
O=C(Nc1c(F)cc(F)cc1Br)c1cc(-c2ccco2)on1	-3.7%	-28.8%	4.3%	11.7	4.1%	-25.3	-5.7
Cc1cccc(OCc2nnc3n2CCCCC3)c1	-9.5%	1.5%	7.5%	0.7	?	8.1	-7.7
COc1cccc(-c2c(C(=O)N/N=C/c3cccnc3)nnn2-c2nonc2N)c1	-1.0%	1.7%	2.4%	-2.2	-17.1%	-22.1	-13.1
CCOc1cc(/C=N\NC(=O)CN2CCOCC2)ccc1OCc1ccc(F)cc1	?	132.5%[activator]	1.0%	-2.7	5.8%	16.7	-4.0
COc1ccc(S(=O)(=O)N2Cc3ccccc3CC2C(=O)N2CCOCC2)cc1OC (stereo unspecified)	-4.3%	-8.2%	-0.2%	0.7	1.0%	82.0	-2.7

Screens as filed in PubChem BioAssay.

Outcome played no part in choosing rows; overall some 16% were active at least once.
